# S1P2 antag – antagonists of human S1P2 receptor. O95136. cell-based S1P2 antagonist assay, inhibition at 5 uM. inhibition, % at 5 µM. 0.21% of 97,000 active. AID 736; in the data active means inhibition above about 45%;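 further: CRE beta-lactamase reporter cells expressing human S1P2 stimulated with S1P; 0% = agonist at EC80 alone and 100% = agonist plus reference antagonist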
# PostGolgi ctrl – growth of the yeast control strain, post-Golgi counter-screen; efflux-deficient yeast background strain, growth absorbance A615, 16 h; inhibition, % at 10 µM; 5% of 98,000 active; AID 738
# S1P2 agonist – S1P2 (human) receptor agonism; AID 729; O95136; S1P2-expressing cell line, agonist reporter read-out; activation, % at 4.5 µM; 0.46% of 97,000 active; in the data active means activation above about 16%;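 further: 0% = vehicle low control and 100% = maximal reference agonist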
# EphB4 ephrin blk – EphB4-ephrin-B2 interaction antagonism. P54760. EphB4 LBD / TNYL-RAW-Alexa532 peptide, fluorescence polarization. inhibition, % at 7 µM. 0.15% of 97,000 active. AID 720;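 active means inhibition above the screen-wide mean inhibition plus 3 SD, cut at about 15% in these data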;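 further: 0% = DMSO wells and 100% = excess unlabeled TNYL-RAW peptide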
# FAK inh – FAK (human) kinase inhibition; biochemical FAK kinase activity assay; 0.84% of 97,000 active; inhibition, %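 (tested at 7 µM)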; Q05397; in the data active means inhibition above about 19%;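 further: 0% = DMSO and 100% = reference compound high control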
# LYP act – LYP (human) phosphatase activation | 0.11% of 96,000 active | AID 697 | recombinant LYP, DiFMUP fluorescence; 0 = plate median, 100 = signal doubled | activation, % at 2 µM;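 active means activation at 2 µM above a set limit, the mean plus 5 SD, cut at about 37% in these data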
# Target sequence (Q9Y2R2 whole entry, looked up): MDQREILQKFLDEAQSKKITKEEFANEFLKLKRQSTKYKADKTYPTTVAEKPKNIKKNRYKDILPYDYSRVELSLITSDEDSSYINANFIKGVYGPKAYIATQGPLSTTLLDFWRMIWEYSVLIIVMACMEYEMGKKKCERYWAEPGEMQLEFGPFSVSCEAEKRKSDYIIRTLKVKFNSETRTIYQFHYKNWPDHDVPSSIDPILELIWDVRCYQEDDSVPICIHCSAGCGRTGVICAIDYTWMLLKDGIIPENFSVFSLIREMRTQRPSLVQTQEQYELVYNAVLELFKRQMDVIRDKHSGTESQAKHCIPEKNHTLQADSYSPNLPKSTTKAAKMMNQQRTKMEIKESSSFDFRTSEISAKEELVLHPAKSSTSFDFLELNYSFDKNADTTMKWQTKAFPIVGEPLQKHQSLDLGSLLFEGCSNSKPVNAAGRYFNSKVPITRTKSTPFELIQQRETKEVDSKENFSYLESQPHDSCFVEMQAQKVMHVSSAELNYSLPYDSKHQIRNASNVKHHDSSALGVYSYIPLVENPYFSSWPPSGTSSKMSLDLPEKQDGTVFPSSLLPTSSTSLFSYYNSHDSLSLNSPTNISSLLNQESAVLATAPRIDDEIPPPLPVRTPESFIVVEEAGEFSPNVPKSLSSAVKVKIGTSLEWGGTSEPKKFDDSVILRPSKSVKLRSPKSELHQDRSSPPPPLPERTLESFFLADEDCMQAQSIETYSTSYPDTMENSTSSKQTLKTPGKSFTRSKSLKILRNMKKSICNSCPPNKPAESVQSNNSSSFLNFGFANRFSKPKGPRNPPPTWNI
# PTPN22 inh 2 – inhibitors of human LYP (PTPN22) phosphatase; 0.21% of 96,000 active; inhibition, % at 2 µM; recombinant LYP catalytic domain, DiFMUP fluorescence; Q9Y2R2; AID 640;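 active means inhibition at 2 µM at or above a set limit, the screen mean plus 3 SD, cut at about 24% in these data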;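 further: 0% = DMSO with enzyme and 100% = enzyme fully blocked by orthovanadate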
# PostGolgi yeast – growth inhibition of a yeast mutant, post-Golgi transport screen; post-Golgi transport phenotypic cell assay; inhibition, % at 10 µM; 0.9% of 98,000 active; AID 739;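 further: yeast cells grown in 1536-well plates; yeast grown about 18 h at 30C before absorbance read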
# Rev-RRE block – inhibitors of HIV-1 Rev-RRE RNA interaction; Rev peptide-RRE RNA binding, FRET; AID 704; inhibition, % at 8 µM; 0.79% of 97,000 active;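 active means inhibition above the screen-wide mean plus 3 SD, cut at about 35% in these data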;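 further: 0% = median DMSO wells and 100% = median Neomycin B control wells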
# Target sequence (P05866 whole entry, looked up): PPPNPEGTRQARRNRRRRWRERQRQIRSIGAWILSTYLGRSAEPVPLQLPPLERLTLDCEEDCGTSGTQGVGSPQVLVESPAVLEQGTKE
#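 assay system = Cy5-tagged RRE RNA duplex with fluorescein-tagged Rev peptide | incubation = 5 + 15 min at 25 °C | also added = labelled Rev peptide | measure = % inhibition of FRET ratio versus controls | benchmarks = DMSO wells as 0% and neomycin B wells as 100% inhibition | measured by = FRET fluorescence readout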
# The depositor's hits bear a star; · = not tested or not shown. Unless noted, no stated cut-off is given here; in the data, active means inhibition above about 30%; inactive means the rest.
SMILES,S1P2 antag,PostGolgi ctrl,S1P2 agonist,EphB4 ephrin blk,FAK inh,LYP act,PTPN22 inh 2,PostGolgi yeast,Rev-RRE block
O=C(O)c1ccc(CSc2nnc(Cc3ccccc3)o2)cc1,-6,3,-1,0,-3,-1,3,2,3
N#C/C(=C\c1ccccc1)c1n[nH]c(Cn2cncn2)n1,6,0,-6,4,0,-5,6,20,10
O=C(OCc1ccccc1)C1CCCN1C(=O)c1ccccc1[N+](=O)[O-] (stereo not drawn),-8,16,-7,-6,-10,9,-5,4,-1
CN(C)S(=O)(=O)c1ccccc1C#N,1,-2,-1,-4,0,4,-4,1,3
CC(=O)CCS(=O)(=O)c1ccc(NC(C)=O)cc1,-5,23,-3,-1,2,7,-6,-2,4
O=C(c1c[nH]c2ccccc12)C(O)C(c1ccccc1)N1CCOCC1 (stereo not drawn),-10,7,0,3,0,2,-3,-1,8
CCN(CC)S(=O)(=O)c1ccc(-n2cnnn2)c(C)c1,-7,3,-4,-2,-2,5,-2,16,6
Cc1nc2cc(-c3ccccc3)nn2c(C)c1CCC(=O)N1CCN(c2ccccc2)CC1,-9,45*,-9,2,3,-4,1,0,0
COc1ccccc1-c1csc(Cc2nnc3n2CCCCC3)n1,4,-4,-3,-5,1,-2,-1,-7,-1
O=C1NC(=S)N/C1=C/c1cccc([N+](=O)[O-])c1O,2,6,-5,2,3,8,-11,5,69*

# Profiles from above. Screens in order: S1P2 antag | PostGolgi ctrl | S1P2 agonist | EphB4 ephrin blk | FAK inh | LYP act | PTPN22 inh 2 | PostGolgi yeast | Rev-RRE block
# O=C(O)c1ccc(CSc2nnc(Cc3ccccc3)o2)cc1 in the list: -6 | 3 | -1 | 0 | -3 | -1 | 3 | 2 | 3
# N#C/C(=C\c1ccccc1)c1n[nH]c(Cn2cncn2)n1 in the list: 6 | 0 | -6 | 4 | 0 | -5 | 6 | 20 | 10
# O=C(OCc1ccccc1)C1CCCN1C(=O)c1ccccc1[N+](=O)[O-] (stereo not drawn) in the list: -8 | 16 | -7 | -6 | -10 | 9 | -5 | 4 | -1
# CN(C)S(=O)(=O)c1ccccc1C#N in the list: 1 | -2 | -1 | -4 | 0 | 4 | -4 | 1 | 3

# Only PostGolgi ctrl, for 2 of the compounds above:
Compound,PostGolgi ctrl
CN(C)S(=O)(=O)c1ccccc1C#N,-2
CC(=O)CCS(=O)(=O)c1ccc(NC(C)=O)cc1,23

# Carrying on.
SMILES,S1P2 antag,PostGolgi ctrl,S1P2 agonist,EphB4 ephrin blk,FAK inh,LYP act,PTPN22 inh 2,PostGolgi yeast,Rev-RRE block
COc1ccc(-c2noc(CN3C(=O)c4ccccc4C3=O)n2)cc1,17,8,-7,1,2,8,-5,-8,14
CC(=O)C1=C(c2ccccc2)NC(=O)NC1c1ccccc1OCC#N (stereo not drawn),-14,2,1,0,0,-10,7,-4,2
COc1cccc(-c2noc(CCC(=O)NC3CCCCC3)n2)c1,-17,8,-1,-8,3,5,-6,29,3
COC(=O)/C(=C/Nc1ccc(O)cc1)[N+](=O)[O-],-10,19,-1,5,38*,-12,13,-3,6
O=C1c2ccccc2C(Nc2ccc3c(c2)OCCO3)N1c1ccccn1 (stereo not drawn),-5,12,-5,-8,-5,-1,-1,-1,-4
CCN(CC)C(=O)c1sc(NC(=O)c2cc(-c3ccc(C)s3)nc3ccccc23)c(C(=O)OC)c1C,7,5,-2,1,-3,-3,4,-6,-2
CCCOC(=O)Nc1cccc(C(C)=O)c1,-2,·,-2,7,-2,7,-8,·,8
O=S(=O)(Nc1ccc(-c2cn3ccsc3n2)cc1)c1ccc2c(c1)OCCO2,24,24,-3,7,6,-6,5,-4,4
CC12CCC(C(=O)N3CCc4ccccc43)(CC1=O)C2(C)C (stereo not drawn),-10,25,-6,0,-1,-1,-2,-10,-3
C#CCOC(=O)C(NC(=O)c1ccccc1)=C1CCCCC1,-40,14,-3,4,-2,-5,9,3,0
Fc1cccc(Cl)c1CNC(c1ccccc1)c1ccccc1,-14,-4,-3,-3,1,2,-1,-3,10
COc1ccc(NC(=O)N2Cc3ccccc3CC2C(=O)NC(C)(C)C)cc1 (stereo not drawn),14,9,-2,2,8,6,-3,8,2
COc1ccccc1NC(=O)CN1CCN(Cc2ccccc2)CC1,9,14,-5,0,-1,2,-7,-9,8
O=C(Nc1ccc(Oc2ccc3ccccc3c2)cc1)c1ccco1,-12,12,-3,-2,4,11,-9,11,5
COc1cc(C)c(Cl)cc1S(=O)(=O)NCCN1CCOCC1,-7,3,-1,-3,1,10,-8,11,0
O=C1C(Cc2ccccc2)SC(=Nc2ccccc2)N1c1ccccc1 (stereo not drawn),-14,6,-7,9,-4,14,-10,1,2
CCCCC(NC(C)=O)c1nc2ccccc2[nH]1 (stereo not drawn),6,5,-5,-4,2,-6,4,2,4
CCCCN(C)C(=O)CSc1nc(NCc2ccc(OC)cc2)c2ccccc2n1,-15,2,-5,3,0,0,2,6,14
CC1(C)CC(=O)C2=C(C1)N(c1ccccc1C#N)C(N)=C(C#N)C2c1cccs1 (stereo not drawn),-2,1,-5,7,2,-11,13,-3,3
Cc1cc(C)cc(NC(=O)CN2CCC(NC(=O)Cc3ccccc3)CC2)c1,-13,5,1,4,-2,-1,3,-6,10
COc1ccc(C)cc1-n1nnnc1SCC1CCCCO1 (stereo not drawn),8,12,-3,13,9,-4,7,-4,7
CCOC(=O)c1nnn(-c2nonc2-n2cccc2)c1CN1CCC(C)CC1,-15,14,-4,5,2,-12,12,1,12
CCCCCSc1nc(N2CCOCC2)c2c(c1C#N)CC(C)(C)OC2,-6,16,-6,3,0,-12,11,2,3
COc1ccc(OCCSc2nnc3sc4ccccc4n23)cc1,6,1,-2,3,4,-4,1,38*,9
OC(COc1ccc2ccccc2c1)CN1CCCC1 (stereo not drawn),18,2,-9,5,8,1,-1,-3,-1
O=C(c1ccc(Cn2c(=O)[nH]c3ccccc3c2=O)cc1)N1CCN(c2ccccc2)CC1,16,1,-3,1,4,0,0,2,4
CCN1CN=C(NS(=O)(=O)c2ccc(C)cc2)NC1,0,2,-4,-11,0,0,1,2,8
O=C(O)C1C2C=CC(C2)C1C(=O)N1CCN(C/C=C/c2ccccc2)CC1 (stereo not drawn),5,5,-2,-8,-8,10,-7,3,-3
O=C(CSc1ccc2nnc(-c3ccccc3)n2n1)NCc1ccc2c(c1)OCO2,16,13,-12,5,-1,-5,4,-3,0
Cc1c(NC(=O)c2cc3nc(-c4ccc(Br)cc4)cc(C(F)(F)F)n3n2)c(=O)n(-c2ccccc2)n1C,4,·,-5,-2,-10,6,-8,·,-2
CC(C)CC(NC(=O)C(NC(=O)OC(C)(C)C)C(C)C)C(=O)NC(CCC(=O)OCc1ccccc1)C(N)=O (stereo not drawn),-5,·,-2,-5,-1,1,-6,·,-3
Cc1ccc(Cl)cc1N1CCN(C(=O)C2CCN(S(=O)(=O)c3cccnc3)CC2)CC1,-8,13,-2,0,1,6,-4,-6,7
Cc1cccc(OCCCC(=O)Nc2ccc(S(=O)(=O)N3CCCC3)cc2)c1,7,21,-8,9,0,8,-7,-2,10
Cc1ccc(Cn2c(SCC(C)C)nc3c2c(=O)[nH]c(=O)n3C)cc1,14,11,-1,-2,-5,-7,6,-7,8
CN1C(=S)SC(/[N+]([O-])=C/c2cccnc2)C1(C)C (stereo not drawn),-15,7,-2,-4,-3,2,0,-11,5
O=C(CCC(=O)N(Cc1ccco1)C(C(=O)NC1CCCC1)c1ccncc1)Nc1cccnc1 (stereo not drawn),12,16,-8,1,2,-3,0,5,7
CCc1nc(SCC(=O)N2CCOCC2)c2c(=O)n(C)c(=O)n(C)c2n1,20,4,-3,3,6,5,-8,2,7
c1ccc(N2CCN(c3ccc4nncn4n3)CC2)nc1,6,-2,-4,-7,-1,1,-1,-8,-1
CCN(CC)c1ccc(C2C(C(=O)OC)=C(C)NC(C)=C2C(=O)OC)cc1,16,2,-3,-2,-3,-4,1,2,0
Cc1noc(C)c1S(=O)(=O)N(CCc1ccccc1)Cc1ccccc1,-1,18,-3,-5,-2,0,-2,4,14
O=C(/C=C/c1ccccc1)N1CCCN(C(=O)/C=C/c2ccccc2)CC1,-1,11,-1,-9,-2,-6,6,-4,3
O=C(CN1CCOCC1)Nc1c(-c2ccccc2)c2cc(Br)ccc2[nH]c1=O,4,9,-3,-1,-2,-3,6,1,2
CC1CCCCN1S(=O)(=O)c1ccc(C(=O)Nc2nnc(-c3ccccc3Cl)o2)cc1 (stereo not drawn),-5,2,-4,9,0,-21,21,5,10
O=C(Nc1cccn2ncnc12)c1ccccc1,7,24,-6,-5,-2,15,-12,0,3
O=C(Nc1ccc2c3c(cccc13)CC2)c1ccc(Br)o1,-1,20,-2,3,-1,-4,5,-5,4
Cc1ccc(NC(=S)NC2CCCC2)cc1,-10,0,-2,-7,-1,-1,4,10,-2
CC(C)(C)NC(=O)NC(=O)COC(=O)Cn1c(C(F)(F)F)nc2ccccc21,6,3,-3,5,0,-4,1,5,8
CCN(CC)C(=O)CSc1nc2ccccc2o1,4,·,-4,5,4,9,-10,·,0
CCOC(=O)C1CCCN(C(=O)c2ccc(CS(=O)(=O)c3ccc(Br)cc3)o2)C1 (stereo not drawn),9,-6,-4,6,-6,-6,5,-2,6
COc1ccc(NC(=O)C(=O)NCc2ccncc2)c(OC)c1,-10,14,-5,-4,-5,7,-9,1,-4
# Continued:
SMILES,S1P2 antag,PostGolgi ctrl,S1P2 agonist,EphB4 ephrin blk,FAK inh,LYP act,PTPN22 inh 2,PostGolgi yeast,Rev-RRE block
CN(C)c1nc(N)nc(-c2nc3ccccc3s2)n1,-20,6,-10,6,0,-3,4,1,5
Cc1ccc(C(=O)Nc2ccc3c(c2)ncn3C)cc1,9,5,-6,1,4,2,-3,0,3
CC(C)C(=O)Nc1ccc(NC(=O)c2cc3ccccc3o2)cc1,9,5,-5,0,-1,21,-20,-13,5
Cc1cc(C)c(NC(=O)c2cc3c(nc4sccn43)s2)c(C)c1,1,8,-2,0,5,-1,-2,3,8
CC(=O)CC(=O)Nc1cccc2c1CCCC2,18,4,-8,6,1,-2,1,3,4
O=C(N/N=C/c1ccco1)/C(=C/c1cccc([N+](=O)[O-])c1)NC(=O)c1ccccc1,27,-1,-9,2,5,-14,18,-10,-1
O=C(NCc1ccccn1)C1CCN(S(=O)(=O)N2CCCCC2)CC1,4,5,-3,-6,0,-2,-1,2,3
CCOc1ccc(C(=O)CSc2nnc3ccccn23)cc1,-16,4,-5,0,0,2,-1,-3,0
Nc1nonc1-c1noc(CCCCCN2C(=O)c3ccccc3C2=O)n1,3,13,-5,-7,2,9,-11,-1,1
COc1cc2c(cc1OC)-c1cc(NC3CCCCCC3)nc(=O)n1CC2,-44,-2,42*,8,6,4,-5,12,20
Nc1nc(-c2ccccc2Br)cs1,7,12,-5,2,5,-9,12,2,6
CCOC(=O)CC(=O)CSc1nc2ccccc2c(=O)n1-c1ccc(C(=O)NCCOC)cc1,-23,1,-5,-5,0,2,0,-6,0
O/N=C/c1cc(Cl)ccc1OCc1ccccc1Cl,-2,30,-4,-7,7,5,0,7,19
Cc1ccc(OCC(O)Cn2c(=N)n(Cc3ccccc3)c3ccccc32)cc1 (stereo not drawn),32,5,-4,1,1,2,-1,-3,19
COc1ccc(-n2c(Cc3cc(=O)[nH]c(=O)[nH]3)nnc2SCC(=O)NC2CCCC2)cc1,7,4,-3,1,-2,-8,7,-7,6
CCOC(=O)/C(N=Nc1ccc(F)cc1)=C(/O)c1ccc([N+](=O)[O-])cc1,-9,4,-2,2,-1,4,-5,5,6
Cc1c(C(=O)Nc2ccccc2)oc2c1C(=O)CC(C)(C)C2,17,7,-1,4,0,5,-6,-4,8
c1ccc(-n2nnnc2SCc2cccc3nsnc23)cc1,17,17,-7,-2,4,-2,-1,-6,6
COCCNC(=O)c1ccccc1NC(=O)CN(c1ccc2c(c1)OCO2)S(C)(=O)=O,9,6,-5,-4,-2,-7,5,7,8
Cc1ccc(C2=CC(c3ccc(N(C)C)cc3)n3nnnc3N2)cc1 (stereo not drawn),8,-2,-3,2,-2,-7,4,6,15

# From PubChem

# Hits appear at their usual frequency. Share with any hit: about 7%.
